Source: PubChem (several laboratories)
Rac1 GTP hydrolysis: MgcRacGAP GTPase-activating activity inhibitors, confirmation, biochemical, ADP Hunter fluorescence | MgcRacGAP-stimulated Rac1 GTP hydrolysis, ADP Hunter fluorescence; higher % means a stronger effect; GST-tagged Rac1 F28L mutant substrate | inhibition, % at 30 µM, or IC50 in µM where a hit was titrated | 340,000 tested, 0.6% active;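 active = first-screen hits whose inhibition reached a set limit at any dose in the follow-up dose series; inconclusive = inhibition above the set first-screen limit but never retested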;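 also: fluorescence reports GDP produced by GAP-driven GTP hydrolysis; strong numbers were not always called active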
SIAH1 antagonists: Siah-1 peptide-binding antagonists, primary screen, biochemical, fluorescence polarization, rhodamine-plectin, uHTS (AID 1817); Siah-1 / rhodamine-plectin peptide fluorescence polarization; higher % means a stronger effect; one-dose displacement, % at 20 µM; IC50 in µM for titrated hits; 290,000 tested, 0.02% active;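 active = displacement of at least 50% at 20 µM, with a fluorescence ratio check between 0.3 and a set limit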;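 also: plate controls were Siah plus tracer with DMSO for no effect and tracer alone without Siah for full effect; strong numbers were not always called active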
K1F lysis inhibition: protection from phage-mediated lysis, alamar blue read-out – E. coli UTI89, K1F phage, bacterial capsule biogenesis inhibitors (AID 488966) | E. coli UTI89 K1F phage lysis, alamar blue, 2 h; higher % means a stronger effect | inhibition, % at 100 µM, or IC50 in µM where a hit was titrated | 340,000 tested, 0.02% active;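 active = phage lysis inhibition, versus mean bacterial control, above a set limit; inconclusive = no clear call, values can overlap the other calls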;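 also: capsule biogenesis inhibitors block K1F phage lysis so surviving cells raise fluorescence; higher fluorescence means more inhibition of phage lysis; actives were called in the ten point dose series up to 300 µM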
RSV antiviral HEp-2: RSV antiviral activity via CPE protection, HEp-2 cells, primary 10 µM value included (AID 2391) | HEp-2 cells, RSV-induced CPE inhibition; higher % means a stronger effect | CPE inhibition, % at 10 µM, or IC50 in µM where a hit was titrated | 310,000 tested, 0.13% active; in the data active = a potency from the dose series; inconclusive = CPE inhibition mostly from about 23% at the one dose, without a potency; inactive = the rest, 99 in 100 with CPE inhibition below about 21%; also: strong numbers were not always called active
AID2073: disruptors of CaV2.2 binding to Mint1 – biochemical, HTRF (AID 2073); inhibition, % at 20 µM, or IC50 in µM where a hit was titrated; HTRF protein-protein interaction, Mint1-CaV2.2; higher % means a stronger effect; 290,000 tested, 0.19% active; in the data active = inhibition mostly above about 51%, no sharp cut-off; inconclusive = no clear call, values can overlap the other calls; inactive = mostly below about 53%; also: some results filed as inactive read as strong as hits
NS5 inhibitors: flavivirus cap methylation enzyme inhibition – biochemical, confirmation dose response, primary screen (AID 588689). Dengue-2 NS5 methyltransferase capping enzyme assay, biochemical; higher % means a stronger effect. inhibition, % at 25 µM, or IC50 in µM where a hit was titrated. 340,000 tested, 0.3% active; in the data active = a potency from the dose series; inconclusive = inhibition above about 29% without an active follow-up result
West Nile virus CPE: inhibition of WNV-induced cytopathic effect – cell-based, CPE readout (AID 1621); CPE inhibition, % at 10 µM, or IC50 in µM where a hit was titrated; 290,000 tested, 0.02% active; West Nile virus-infected cells, CPE inhibition; higher % means a stronger effect; in the data active = a potency from the dose series; inconclusive = CPE inhibition mostly from about 3.7% at the one dose, without a potency; inactive = the rest, 99 in 100 with CPE inhibition below about 2.2%; also: strong numbers were not always called active
SV40 large T antigen: SV40 large T antigen inhibitors, biochemical (AID 1903); 310,000 tested, 0.39% active; inhibition, % at 20 µM; hits with a dose series show IC50 in µM; SV40 large T antigen ATPase/helicase inhibition assay; higher % means a stronger effect; in the data active = a potency from the dose series; inconclusive = inhibition mostly from about 32% at the one dose, without a potency; inactive = the rest, 99 in 100 with inhibition below about 32%; also: strong numbers were not always called active
NTR1 agonist: agonists of NTR1, primary screen, imaging, U2OS cells, beta-arrestin-GFP, high content (AID 493036); P30989; NTR1-U2OS beta-arrestin-GFP spot imaging, agonist mode; activation, % at 20 µM; 330,000 tested, 0.17% active;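 active = activation at or above 40% of the spot to cytoplasm intensity ratio, with at least 20 cells analyzed; inconclusive = wells under 20 cells, flagged as cytotoxic or low count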;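 also: 0% = DMSO without peptide and 100% = 100 nM NTR1 peptide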
Target sequence (P30989 whole entry, looked up): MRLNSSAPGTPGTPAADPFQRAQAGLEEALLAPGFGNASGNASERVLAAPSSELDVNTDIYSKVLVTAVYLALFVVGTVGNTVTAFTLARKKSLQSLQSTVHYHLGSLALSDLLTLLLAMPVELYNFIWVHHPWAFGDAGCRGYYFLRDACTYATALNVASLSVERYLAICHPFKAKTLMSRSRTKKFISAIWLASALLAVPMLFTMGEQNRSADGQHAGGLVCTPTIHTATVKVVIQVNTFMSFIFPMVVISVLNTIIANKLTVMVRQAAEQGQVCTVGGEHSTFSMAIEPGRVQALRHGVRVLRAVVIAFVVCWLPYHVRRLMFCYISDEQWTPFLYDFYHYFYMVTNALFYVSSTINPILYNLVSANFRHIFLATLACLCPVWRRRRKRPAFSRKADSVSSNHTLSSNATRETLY
NTR1 agonist cell count 20 µM: second read-out of NTR1 agonist, no call of its own (marks repeat the call); cell count; measured here: cell count, cytotoxicity flag
NS5 inhibitors pilot replicate: also measured in NS5 inhibitors; calls as there; inhibition, %; measured here: pilot screen replicate inhibition
An asterisk follows results filed as active; i = inactive; u = inconclusive; x = not tested or not shown; [ ] = dose if it differs, or a comment.

SMILES	Rac1 GTP hydrolysis	SIAH1 antagonists	K1F lysis inhibition	RSV antiviral HEp-2	AID2073	NS5 inhibitors	West Nile virus CPE	SV40 large T antigen	NTR1 agonist	NTR1 agonist cell count 20 µM	others
CN(C)N1C(N)=C(C#N)C(c2ccccc2Cl)C2=C1CCCC2=O (stereo unspecified)	x	1%	-0.1%[50 µM]	1.0%	-17%	-1%	0.6%	10%	0.2	46
NC(=O)C1CCN(C(=O)Cc2ccc(-c3ccccc3)cc2)CC1	4%	1%	0.0%	3.1%	14%	-8%	-0.4%	3%	-0.6	51
CCOC(=O)c1nn(-c2ccccc2)c(=O)cc1OCC(=O)Nc1cc(C)ccc1C	4%	x	0.3%[50 µM]	-0.7%	x	-3%	x	3%	-0.9	60
Cc1ccc(S(=O)(=O)NCC(=O)N2CCc3ccccc3C2)cc1	1%	-3%	7.9%	0.6%	10%	-8%	-0.2%	-8%	-1.0	63
COc1cccc(C2c3c(-c4ccccc4)n[nH]c3C(=O)N2c2ccc(C(=O)O)cc2)c1 (stereo unspecified)	-1%	14%	-0.3%	0.0%	-4%	-1%	0.0%	-3%	0.5	68
O=C(NCCN1CCN(Cc2ccccc2)CC1)C1c2ccccc2C(=O)N2CCc3ccccc3C12 (stereo unspecified)	0%	0%	1.2%	-0.3%	-6%	2%	-0.5%	0%	-0.4	55
COc1ccc(CCN2C(=NC(C)=O)SC3CS(=O)(=O)CC32)cc1OC (stereo unspecified)	12%	13%	1.4%	1.5%	-4%	-7%	-0.2%	23%	-0.4	43
CC(=O)C1=C(O)C(=O)N(CCCO)C1c1ccccc1 (stereo unspecified)	-4%	-1%	0.4%	0.1%	-11%	-4%	0.3%	16%	-0.2	57
COC(=O)[C@@H](NC(=O)O[C@H]1C(=O)c2ccc(OC)cc2O[C@@H]1c1ccc2c(c1)OCO2)C(C)C	x	8%	x	x	-4%	x	0.1%	6%	x	x
CCOC(=O)C1CCN(C(=O)Nc2ccc(Cl)cc2)CC1	10%	1%	0.9%	2.0%	30%	-4%	0.2%	x	-3.5	98
COc1ccc2c(C)c(C)c(=O)oc2c1OC	7%	4%	0.5%	-0.5%	33%	-13%	0.1%	8%	0.5	45
O=C(O)c1ccc(-c2nc(-c3ccc(Cl)c(Cl)c3)cs2)cc1	0%	46%	0.0%	u	26%	10%	0.0%	9%	4.6	69

The final 5 entries of the section above lead into the next:
SMILES	Rac1 GTP hydrolysis	SIAH1 antagonists	K1F lysis inhibition	RSV antiviral HEp-2	AID2073	NS5 inhibitors	West Nile virus CPE	SV40 large T antigen	NTR1 agonist	NTR1 agonist cell count 20 µM	others
CC(=O)C1=C(O)C(=O)N(CCCO)C1c1ccccc1 (stereo unspecified)	-4%	-1%	0.4%	0.1%	-11%	-4%	0.3%	16%	-0.2	57
COC(=O)[C@@H](NC(=O)O[C@H]1C(=O)c2ccc(OC)cc2O[C@@H]1c1ccc2c(c1)OCO2)C(C)C	x	8%	x	x	-4%	x	0.1%	6%	x	x
CCOC(=O)C1CCN(C(=O)Nc2ccc(Cl)cc2)CC1	10%	1%	0.9%	2.0%	30%	-4%	0.2%	x	-3.5	98
COc1ccc2c(C)c(C)c(=O)oc2c1OC	7%	4%	0.5%	-0.5%	33%	-13%	0.1%	8%	0.5	45
O=C(O)c1ccc(-c2nc(-c3ccc(Cl)c(Cl)c3)cs2)cc1	0%	46%	0.0%	u	26%	10%	0.0%	9%	4.6	69
COc1ccccc1NC(=O)c1c(C)nn(-c2ccccc2)c1Cl	3%	-2%	0.6%	u	-1%	-3%	0.9%	9%	3.7	64	NS5 inhibitors pilot replicate=-3.7
O=C(Nc1cc(=O)[nH]c(=O)[nH]1)c1cc(Cl)ccc1Cl	7%	1%	0.4%	0.4%	4%	-4%	u	9%	1.2	61
COCCSc1nnc(NC(=O)C2CC(=O)N(c3ccccc3)C2)s1 (stereo unspecified)	7%	7%	0.3%	-1.2%	-3%	-7%	-0.3%	3%	-0.5	45
CCN(C[C@H]1N[C@@](C)(C(=O)OC)[C@H]2C(=O)N(C)C(=O)[C@@H]12)C(=O)Nc1ccc(C(F)(F)F)cc1	5%	x	0.2%	x	x	-4%	x	x	-1.2	49	NS5 inhibitors pilot replicate=-0.9
CCCC1=C(C(=O)OCC)C(c2ccco2)C(C#N)=C(N)O1 (stereo unspecified)	4%	1%	0.1%	2.5%	2%	3%	0.1%	2%	0.9	57
NC(=O)C1CCN(C(=O)/C(=C/c2ccccc2)NC(=O)c2ccccc2)CC1	10%	-2%	0.2%	-0.4%	5%	3%	0.9%	1%	0.4	52
COc1ccc(Br)cc1C(=O)NC(=S)Nc1cc(-c2nc3ccccc3[nH]2)ccc1C	12%	4%	4.6%	1.4%	8%	-2%	0.1%	10%	0.6	48
CC1(C)CC(=O)C=C(NCc2ccncc2)C1	17%	0%	0.6%	1.1%	15%	1%	0.4%	2%	-0.8	59
COC(=O)[C@@]1(Cc2ccccc2)[C@@H]2C(=CC(=O)[C@H]2CC(=O)C(=O)N(C)C)CN1C(=O)c1ccccc1	4%	-4%	0.0%	15%	-2%	-3%	u	13%	2.3	68
COc1ccc(C2(CNC(=O)/C=C\c3ccco3)CCCC2)cc1OC	15%	-2%	-0.2%	0.0%	15%	-6%	-1.1%	32%	0.8	63
Cc1cc(N(CN2CCCC2=O)C(=O)c2ccc(OC(C)C)cc2)no1	5%	2%	-0.3%	-1.3%	3%	-11%	-0.6%	15%	0.8	47
CCCc1ccc(C(=O)NC(=O)c2ccccc2O)cc1	-11%	10%	-1.9%	5.9%	5%	10%	-0.2%	8%	4.5	43
CC1CCN(C(=O)c2ccc(NS(=O)(=O)c3cccs3)cc2)CC1	1%	5%	0.6%	1.1%	9%	-11%	-0.3%	9%	-0.4	36
CCN(CC)S(=O)(=O)c1cc(C)ccc1SC	14%	-3%	0.2%	0.7%	-7%	-7%	-0.2%	15%	-0.1	68
CCn1c(Cc2ccccc2)nnc1SC(C)C(=O)NC1CC1 (stereo unspecified)	9%	x	2.2%[50 µM]	0.4%	x	-8%	x	30%	0.3	53
Cc1ccc(NC(=O)c2cc(=O)[nH]c3ccccc23)cc1C	3%	0%	0.0%	1.2%	4%	-7%	-0.2%	-1%	-1.3	45	NS5 inhibitors pilot replicate=1.2
O=C(O)c1ncsc1-c1ccccc1	6%	-12%	1.4%[50 µM]	3.1%	-32%	-8%	1.4%	9%	-1.1	63
Nc1c(C(=O)NCc2ccco2)c2nc3ccccc3nc2n1CCc1ccccc1	4%	i	-0.2%	x	30%	-14%	0.0%	3%	x	x
C=CCn1c(=S)[nH]c2cc(C(=O)Nc3ccc(OC)c(OC)c3)ccc2c1=O	8%	5%	0.2%	1.1%	19%	12%	0.6%	25%	-0.4	50
COc1cc(/C=N/NC(=O)c2cc(O)cc(O)c2)ccc1OC(=O)c1ccccc1	11%	64%	-0.4%[50 µM]	2.0%	33%	5%	-0.1%	31%	4.8	58
C#CCOCCOCCOCCNc1nc(N2CCN(C(=O)[C@H]([C@@H](C)CC)n3cc([C@@H](N)Cc4ccc(O)cc4)nn3)CC2)nc(N2CCN(C(=O)[C@H](Cc3cc4ccccc4[nH]3)n3cc([C@@H](N)CC(C)C)nn3)CC2)n1	1%	x	0.4%	-1.1%	x	-5%	x	15%	-0.1	88
CC(Sc1nnc(N)s1)C(=O)Nc1nccs1 (stereo unspecified)	8%	0%	-0.7%[50 µM]	2.3%	-3%	2%	-0.2%	8%	0.9	70
Cc1cc2oc(C(=O)Nc3ccc(S(=O)(=O)Nc4onc(C)c4C)cc3)cc(=O)c2cc1Cl	7%	4%	0.0%	0.0%	10%	3%	0.1%	21%	0.1	68
CCCCC1=NN(C(=O)c2ccncc2)C(O)(C(F)(F)F)C1 (stereo unspecified)	x	15%	x	2.0%	-5%	x	0.0%	3%	0.6	35
Cc1ccc(N2C(=O)C(Cl)=C(N3CCCCCC3)C2=O)cc1	7%	-3%	-0.5%	0.0%	6%	-6%	-0.3%	9%	3.7	71
Cc1cc2cc(CNC(=O)Nc3cccc(Cl)c3)ccc2n1C	3%	7%	-0.6%	1.7%	23%	22%	0.1%	5%	0.0	46
C=CCNC(=S)N(Cc1ccccc1)Cc1ccc(F)cc1	7%	-1%	-0.3%	-1.1%	15%	x	-1.4%	4%	2.5	83
CC(Sc1nnc(-c2cccs2)n1-c1ccccc1)C(=O)NCc1ccc2c(c1)OCO2 (stereo unspecified)	1%	1%	0.0%	0.4%	-2%	-10%	-0.4%	3%	2.0	58
Cc1ccc(NC(=O)CSCC(=O)N2CCCc3ccccc32)cc1	4%	x	1.8%[50 µM]	-2.0%	x	-1%	x	22%	2.3	57
Oc1c(Br)cc(Br)cc1/C=N/c1nc2c(s1)CCCC2	16%	x	-0.9%	-1.7%	x	7%	0.1%	x	-1.1	43
CC(C)c1cc(C(=O)N2CCCC(CCC(=O)NCc3ccccc3F)C2)n(C)n1 (stereo unspecified)	5%	3%	-0.1%	3.1%	1%	-1%	-1.4%	21%	0.6	53
Cc1ccc(CS(=O)Cc2ccc(C(=O)NCc3ccccc3)o2)cc1 (stereo unspecified)	8%	-3%	0.2%	0.7%	1%	0%	0.2%	8%	0.0	57
Cc1ccc(OCCn2c(=O)cnc3ccccc32)cc1	10%	4%	0.3%	4.8%	2%	-4%	-0.1%	15%	0.7	28
O=C(NNC(=O)c1ccc(=O)[nH]c1)c1ccc(NS(=O)(=O)c2cccs2)cc1	6%	x	0.5%[50 µM]	2.1%	x	2%	x	x	-1.2	51
Cc1cccc(N2CC(C(=O)Nc3nnc(SCc4cccnc4)s3)CC2=O)c1 (stereo unspecified)	12%	10%	0.3%	0.6%	31%	2%	0.0%	29%	-0.6	45
COc1cccc(-c2noc(C3CCCN(C(=O)c4cccc(F)c4)C3)n2)c1 (stereo unspecified)	3%	4%	-1.1%	4.1%	12%	3%	-2.1%	11%	0.0	46
Cn1c(C(=O)NCCC2=CCCCC2)cc2c(=O)n3ccccc3nc21	7%	4%	0.5%	3.4%	u	-6%	0.3%	6%	6.1	67
